IDE inh: inhibits human insulin-degrading enzyme in HEK cells; P14735; FAbetaB cleavage, fluorescence polarization; inhibition, % at 5.59 µM; 0.41% of 320,000 active; AID 434962;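 active means percent inhibition above the average of all tested compounds plus 3 SD, set per screening campaign, cut at about 16% in these data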;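 further: IDE supplied by intact live HEK cells; FP after avidin binding of uncleaved biotin substrate so inhibition keeps polarization high; 0% = DMSO wells and 100% = 60 µM reference IDE inhibitor Ii1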
MEKK2wt PB1 HTS: raises or lowers MEK5 binding to wildtype human MEKK2 PB1 domain. Q9Y2U5. bead flow cytometry, Alexa488-MEK5 binding to MEKK2 WT; actives lie on both sides. binding response (% of control), % at 10 µM. 1.1% of 290,000 active; in the data active means binding response below about 67% or above about 130%
p-CIP stab down: lowers stability of the mouse p/CIP coactivator protein; Q05BA5; F442A p/CIP-EGFP cells, EGFP fluorescence, 16 h; decrease of EGFP signal, % at 10 µM; 0.01% of 290,000 active;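 active means EGFP signal decrease of at least 30% at 10 µM or well 3 SD below plate mean, unless failing retest; inactive means the rest, including hits failing retest or dose response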; further: some compounds called inactive have numbers as strong as hits; many of its hits are not listed in these tables
Target sequence (Q05BA5 1-1403): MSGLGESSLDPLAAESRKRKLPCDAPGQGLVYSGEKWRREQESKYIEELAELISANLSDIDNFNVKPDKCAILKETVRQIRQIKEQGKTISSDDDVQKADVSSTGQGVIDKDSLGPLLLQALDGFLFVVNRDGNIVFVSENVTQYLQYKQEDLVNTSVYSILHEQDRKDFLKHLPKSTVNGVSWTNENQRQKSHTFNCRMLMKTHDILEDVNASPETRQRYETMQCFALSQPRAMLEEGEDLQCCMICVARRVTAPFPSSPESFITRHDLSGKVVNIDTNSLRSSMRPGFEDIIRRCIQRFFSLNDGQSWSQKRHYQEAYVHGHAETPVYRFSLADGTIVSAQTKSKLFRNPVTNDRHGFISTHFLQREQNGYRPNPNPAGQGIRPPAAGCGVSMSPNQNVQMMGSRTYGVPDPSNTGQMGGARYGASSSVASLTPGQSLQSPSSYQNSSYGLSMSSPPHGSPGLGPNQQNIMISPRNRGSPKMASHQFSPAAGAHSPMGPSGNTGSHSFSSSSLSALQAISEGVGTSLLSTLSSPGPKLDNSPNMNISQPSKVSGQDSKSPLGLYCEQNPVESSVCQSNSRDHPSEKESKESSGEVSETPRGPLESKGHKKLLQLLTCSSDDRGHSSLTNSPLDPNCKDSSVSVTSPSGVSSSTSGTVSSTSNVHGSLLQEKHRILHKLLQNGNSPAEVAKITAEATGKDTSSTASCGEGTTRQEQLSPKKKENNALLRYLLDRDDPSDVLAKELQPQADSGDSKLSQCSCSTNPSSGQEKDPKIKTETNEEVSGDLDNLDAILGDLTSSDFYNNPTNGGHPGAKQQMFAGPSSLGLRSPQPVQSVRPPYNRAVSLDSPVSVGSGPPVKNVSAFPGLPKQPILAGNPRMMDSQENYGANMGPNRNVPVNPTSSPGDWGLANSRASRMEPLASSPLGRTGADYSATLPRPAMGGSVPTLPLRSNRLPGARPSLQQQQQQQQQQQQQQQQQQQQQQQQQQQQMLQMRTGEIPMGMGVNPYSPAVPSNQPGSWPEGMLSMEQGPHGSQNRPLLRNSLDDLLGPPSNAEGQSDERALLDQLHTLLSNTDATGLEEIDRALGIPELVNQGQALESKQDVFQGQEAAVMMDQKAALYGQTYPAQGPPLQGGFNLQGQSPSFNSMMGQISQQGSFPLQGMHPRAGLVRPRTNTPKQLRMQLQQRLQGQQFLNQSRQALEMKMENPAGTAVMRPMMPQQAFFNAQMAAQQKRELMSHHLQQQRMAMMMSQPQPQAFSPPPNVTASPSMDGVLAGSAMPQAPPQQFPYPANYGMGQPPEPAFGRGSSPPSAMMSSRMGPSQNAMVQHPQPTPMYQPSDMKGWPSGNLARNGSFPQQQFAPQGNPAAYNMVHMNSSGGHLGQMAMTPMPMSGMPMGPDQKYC
IDE cell activ: IDE (human) activation, cell-based; P14735; HEK cells, FAbeta-B cleavage, fluorescence polarization; 0% vehicle, 100% cell-free pure enzyme wells; activation, % at 5.96 µM; 0.073% of 340,000 active; AID 493087;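 active means activation above the mean of all tested compounds plus 3 SD, set per screening campaign, cut at about 17% in these data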
MEKK2 mut-MEK5: signal of MEK5 binding to mutant human MEKK2 PB1 domain. percent response, % at 10 µM. 0.35% of 290,000 active. bead flow cytometry, Alexa488-MEK5 binding to MEKK2 mutant; in the data active means percent response above about 24%, passing the limit was not always enough; further: inactives centre near 1; some results filed as inactive read as strong as hits; reference of the scale not given here
PfM18AAP inh: PfM18AAP enzyme inhibition; recombinant PfM18AAP, H-Glu-NHMec fluorogenic cleavage; inhibition, % at 7.35 µM; 1.2% of 290,000 active;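 active means inhibition above the campaign mean inhibition over all tested compounds plus 3 SD, cut at about 28% in these data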;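 further: 0% = plate median of test compound wells and 100% = 2 mM ZnCl2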
SUMO HTRF inh: SUMOylation inhibition | 0.36% of 290,000 active | AID 2006 | P63279 | inhibition, % at 35 µM | HTRF SUMOylation assay, SAE1/SAE2 + UBC9, in vitro; in the data active means inhibition above about 50%, passing the limit was not always enough; further: strong numbers were not always called active
NALP1 yeast inh: inhibitors of NALP1 inflammasome in yeast; S. cerevisiae NALP1/ASC/caspase-1 growth, X-gal OD620, 72 h; inhibition, % at 10 µM; 0.61% of 280,000 active; in the data active means inhibition mostly above about 24%, no sharp cut-off; inactive means mostly below about 32%; further: some compounds called inactive have numbers as strong as hits
MEKK3 PB1 HTS: modulators (inhibitors or enhancers) of MEK5 binding to human MEKK3 PB1 domain | bead-based flow cytometry, Alexa488-MEK5 binding to MEKK3; actives lie on both sides; 0 = blocked by unlabeled MEK5, 100 = vehicle | Q99759 | 1.4% of 290,000 active | binding response (% of control), % at 10 µM;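 active means binding response more than 3 SD above or below the average of its plate-row segment, actives on both sides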;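 further: Alexa488 bead fluorescence after subtracting the streptavidin-only scavenger bead signal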
Starred values were filed as active, the others as inactive; · = no result given; & = joins results of further samples.

SMILES	IDE inh	MEKK2wt PB1 HTS	p-CIP stab down	IDE cell activ	MEKK2 mut-MEK5	PfM18AAP inh	SUMO HTRF inh	NALP1 yeast inh	MEKK3 PB1 HTS
COc1ccc(-n2nc3c(c2NC(=O)c2ccco2)CS(=O)(=O)C3)cc1	0	96	-4	0	-2	-5	15	3	99
CN(C)c1cccc(C(=O)NCc2ccccc2Cl)c1	-4	105	16	5	-2	0	8	11	112
Cc1ccc(S(=O)(=O)[N-]c2nc3ccccc3nc2-[n+]2cc(C)cc(C)c2)cc1	0	101	7	3	0	-1	10	-5	103
CSc1ccccc1NC(=O)c1ccc2c(c1)CCN2S(C)(=O)=O	-2	106	-7	2	2	1	3	-5	104
COc1ccc(NS(=O)(=O)c2ccc(N)cc2)nn1	-3	83&104	-13	·	-27&-1	-12	10	44	113&111
COc1ccc(N2Cc3ccccc3C2)cc1Cl	0	97	10	4	3	0	-6	11	96
CN1CCCC(OC(=O)c2cccc(S(=O)(=O)N3CCCCCC3)c2)C1 (stereo not drawn)	5	90	1	3	-16	-4	-3	13	86
CCC(CC)C(=O)Nc1nnc(S(=O)(=O)Nc2ccc(OC)cc2)s1	1	103	-8	3	5	1	0	8	100
CCOc1nc(-c2ccc(OC)cc2)ccc1-c1noc(-c2cc(OC)c(OC)c(OC)c2)n1	0	108	-10	-3	8	18	4	-8	106
O=C(NCc1ccccn1)C1CCCN(S(=O)(=O)c2ccccc2)C1 (stereo not drawn)	-6	·	-10	-1	·	8	9	·	·
C=CCNc1ncnc2c1ncn2C1OC(CO)C(O)C1O (stereo not drawn)	-3	101	-13	-1	3	-1	20	-8	103
Cc1ccc(N2C(=O)C3C4C=CC(CNC(=S)Nc5ccc(F)cc5)(O4)C3C2=O)cc1 (stereo not drawn)	4	97	-15	1	-1	4	-5	20	100
Cc1ccc(C(=O)Nc2ccc(Cl)cn2)cc1	0	97	-2	-3	1	-1	12	-19	99
O=C(c1ccncc1)N1c2ccccc2Sc2ccccc21	1	96	10	-2	-7	-4	4	7	100
CC(C)[C@H](NC(=O)c1ccco1)C(=O)OCC(=O)NC12CC3CC(CC(C3)C1)C2	0	98	8	4	-1	5	-6	16	102
CCOC(=O)c1ccc(NC(=S)NC(=O)C2CCCC2)cc1	2	99	-7	-4	-3	1	3	13	100
Cc1ccc(NC(=O)c2ccc(CN3CCc4ccccc4C3)cc2)cc1	-1	·	9	1	·	0	1	13	·
C=CCN1c2ccccc2[C@]23C[C@@H](C(=O)OC)N(C(=O)c4cccs4)C2=NC(C(=O)OC)=C(C(=O)OC)[C@H]13	-1	99	-8	7	1	·	7	·	104
O=C(COc1ccccc1)Nc1ccc2c(c1)Cc1cc(NC(=O)COc3ccccc3)ccc1-2	4	119	1	9	29	0	4	13	113
S=C(NCC1CCCO1)c1ccc(Br)cc1 (stereo not drawn)	0	103	6	-5	3	23	7	6	103
COc1ccc(F)cc1S(=O)(=O)Nc1ccc(C)cc1	-4	99	-18	1	0	5	8	4	99
COc1cc(C2C3=C(CCCC3=O)Nc3ccc4ncccc4c32)ccc1O (stereo not drawn)	-1	99	7	-2	-2	6	2	2	102
COC(=O)c1sc(S(=O)(=O)Nc2ccc(C)c(C)c2)c(C(=O)OC)c1C	-7	93	-5	6	-2	-18	4	26	94
CC(=O)N1C(=O)C2(C(C#N)=C(N)Oc3cc(C)oc(=O)c32)c2ccccc21 (stereo not drawn)	5	101	-2	3	1	-2	-2	10	100
COc1cccc(-c2nc3ccc(C(=O)NC(C)Cc4cccnc4)cc3o2)c1 (stereo not drawn)	0	105	1	0	5	4	3	9	104

(listing goes on)
SMILES	IDE inh	MEKK2wt PB1 HTS	p-CIP stab down	IDE cell activ	MEKK2 mut-MEK5	PfM18AAP inh	SUMO HTRF inh	NALP1 yeast inh	MEKK3 PB1 HTS
O=C(c1cccc(-c2ccccc2)c1)N1CC[C@@H](N2CCC(O)CC2)[C@H](O)C1	-1	104	-4	1	4	-1	10	-5	97
CCOC(=O)C(=O)C1C(=O)Nc2ccccc21 (stereo not drawn)	·	96	-7	0	-4	-3	12	-9	95
COc1cccc(-c2nc(-c3ccc(NC(=O)c4cccnc4)cc3)no2)c1	7	99	9	6	2	2	-15	0	97
COc1ccc(/C=C2/SC(=S)N(CCCC(=O)N3CCN(C)CC3)C2=O)cc1	5	115	-4	-3	8	0	11	8	103
COc1ccc(-c2cnn3c4c(c(C)nc23)CCN4C2CCCC2)cc1OC	5	95	6	0	-18	-4	2	37	96
CCc1nnc(SCc2ccc(OC(C)C)cc2)n1N	1	113	-6	-3	14	-1	0	18	109
O=C(Nc1ccc(O)c2c(=O)cc(-c3ccccc3Cl)oc12)c1cccs1	-2	99	-1	5	2	·	-9	-3	100
CCOC(=O)C1CCN(CC(=O)NC(=O)NC2CCCCC2)CC1	-8	108	-8	7	-2	-4	8	-8	109
CCCc1nc(N2CCOCC2)c2sc(=S)n(-c3ccccc3)c2n1	·	97	-1	·	0	9	20	0	95
N#C/C(=C(/O)COC(=O)COc1ccc(Cl)cc1)c1nc2ccccc2[nH]1	3	112	-6	-3	9	8	15	15	101
COc1ccc(NC(=S)NNC(=O)c2cccnc2)cc1OC	-1	99	-8	3	-3	11	-9	-10	97
CCOC(=O)CCc1c(C)c2ccc(OCc3cc([N+](=O)[O-])ccc3OC)c(C)c2oc1=O	8	102	-7	·	0	-2	11	22	99
Cc1ccc(-c2nnc(N3CCN(C(=O)CN4C(=O)c5ccccc5C4=O)CC3)c3ccccc23)cc1	2	92	·	6	-2	2	·	·	92
COc1ccc(C2CC(C(F)(F)F)n3ncc(C(=O)Nc4cccc(O)c4)c3N2)cc1OC (stereo not drawn)	-2	107	-32	-3	2	1	15	8	102
COCCNC(=S)Nc1ccccn1	-1	89	9	2	-5	13	5	7	92
O=C(COC(=O)c1ccc2ccccc2c1)Nc1ncc(C(F)(F)F)cc1Cl	-1	97	1	5	-3	7	16	13	96
COc1ccc(/C=C2/SC(=O)N(CCNC(=O)CC(NC(C)=O)c3ccccc3)C2=O)cc1 (stereo not drawn)	-3	97	-8	4	-5	0	20	6	94
CCOC(=O)C1=C(C)NC2=C(C(=O)CCC2)C1c1coc2ccccc2c1=O (stereo not drawn)	3	91	2	-3	-4	-2	16	5	91
CN1CC(c2ccc(Cl)c(Cl)c2)[C@@]2(COc3ccccc3C2=O)[C@@]12C(=O)Nc1ccccc12 (stereo partly drawn)	-1	94	9	5	-2	0	-6	27	105
CC(C)NC(=O)N(O)C1N(Cc2ccc3c(c2)OCO3)C(=S)SC1(C)C (stereo not drawn)	1	99	-7	3	1	-18	11	16	100
CC1(c2nnc(-c3cccc(Cl)c3)o2)CC(c2ccccc2F)=NO1 (stereo not drawn)	6	107	·	4	7	·	·	·	107
COc1cc(NC(=O)C2CCCCC2)c(OC)cc1NC(=O)c1ccco1	4	101	4	3	1	-13	-1	8	101
O=C(NC1=NCCS1)c1ccccc1OCc1ccc(F)cc1	6	98	-6	3	-3	-9	10	2	100
O=C(O)CCC(=O)c1ccc2ccc3cccc4ccc1c2c34	3	91	-2	·	11	-1	28	5	112
NC(=O)COC(=O)CCCc1c[nH]c2ccccc12	3	99	-8	3	5	-4	14	4	98

Full records, quoted from the list.
Listed for CCc1nnc(SCc2ccc(OC(C)C)cc2)n1N → IDE inh: 1; MEKK2wt PB1 HTS: 113; p-CIP stab down: -6; IDE cell activ: -3; MEKK2 mut-MEK5: 14; PfM18AAP inh: -1; SUMO HTRF inh: 0; NALP1 yeast inh: 18; MEKK3 PB1 HTS: 109
Listed for CC1(c2nnc(-c3cccc(Cl)c3)o2)CC(c2ccccc2F)=NO1 (stereo not drawn) → IDE inh: 6; MEKK2wt PB1 HTS: 107; p-CIP stab down: ·; IDE cell activ: 4; MEKK2 mut-MEK5: 7; PfM18AAP inh: ·; SUMO HTRF inh: ·; NALP1 yeast inh: ·; MEKK3 PB1 HTS: 107

Next section:
SMILES	IDE inh	MEKK2wt PB1 HTS	p-CIP stab down	IDE cell activ	MEKK2 mut-MEK5	PfM18AAP inh	SUMO HTRF inh	NALP1 yeast inh	MEKK3 PB1 HTS
CCOc1ccccc1NC(=O)CNC(=O)N1CC(=O)Nc2ccccc21	6	101	-6	-6	1	1	-7	6	99
COc1ccc(Cl)cc1NC(=S)N1CCN(C(=O)C2CCCO2)CC1 (stereo not drawn)	2	103	-13	-1	8	2	-9	-16	105
O=C(O)CC1S/C(=N/N=C/c2ccc(-c3ccc(Cl)c([N+](=O)[O-])c3)o2)NC1=O (stereo not drawn)	-3	103	-5	1	6	23	32	6	102
Cc1ccc(NC2CCCN(C(=O)Cc3nonc3C)C2)cc1C (stereo not drawn)	0	93	10	8	-2	16	5	21	94
O=C(Cn1cnc2c(cnn2-c2ccc(F)cc2)c1=O)N1CCN(c2ccccc2)CC1	·	102	-11	7	2	-3	-20	3	103
Cc1c(N/C(=N/S(=O)(=O)c2cc([N+](=O)[O-])ccc2Cl)c2ccccc2)c(=O)n(-c2ccccc2)n1C	1	105	-3	0	11	2	2	-2	106
Nc1nc(-c2ccccc2)cc(N2CCCCC2)n1	4	118	4	4	13	5	2	·	109
CCN(CC)c1ccc2nc3ccccc3[n+](CC)c2c1	4	103	-20	-3	5	1	-135	28	105
Cc1ccccc1NC(=O)c1ccc2ccccc2c1	-3	109	-3	4	10	0	14	9	107
COc1ccc(NS(=O)(=O)c2cc3c(cc2C)NC(=O)CO3)c(OC)c1	5	100	6	8	2	0	4	-1	101
O=C(NC1CCCCC1)C(c1ccncc1)N(Cc1ccc2c(c1)OCO2)C(=O)C(F)(F)F (stereo not drawn)	5	99	-4	3	3	41*	16	-2	99

In the list so far, these have a nitro group on carbon:
SMILES	IDE inh	MEKK2wt PB1 HTS	p-CIP stab down	IDE cell activ	MEKK2 mut-MEK5	PfM18AAP inh	SUMO HTRF inh	NALP1 yeast inh	MEKK3 PB1 HTS
CCOC(=O)CCc1c(C)c2ccc(OCc3cc([N+](=O)[O-])ccc3OC)c(C)c2oc1=O	8	102	-7	·	0	-2	11	22	99
O=C(O)CC1S/C(=N/N=C/c2ccc(-c3ccc(Cl)c([N+](=O)[O-])c3)o2)NC1=O (stereo not drawn)	-3	103	-5	1	6	23	32	6	102
Cc1c(N/C(=N/S(=O)(=O)c2cc([N+](=O)[O-])ccc2Cl)c2ccccc2)c(=O)n(-c2ccccc2)n1C	1	105	-3	0	11	2	2	-2	106

Arranged by length of the SMILES (high to low): four of the compounds above.
SMILES	IDE inh	MEKK2wt PB1 HTS	p-CIP stab down	IDE cell activ	MEKK2 mut-MEK5	PfM18AAP inh	SUMO HTRF inh	NALP1 yeast inh	MEKK3 PB1 HTS
Cc1c(N/C(=N/S(=O)(=O)c2cc([N+](=O)[O-])ccc2Cl)c2ccccc2)c(=O)n(-c2ccccc2)n1C	1	105	-3	0	11	2	2	-2	106
O=C(O)CC1S/C(=N/N=C/c2ccc(-c3ccc(Cl)c([N+](=O)[O-])c3)o2)NC1=O (stereo not drawn)	-3	103	-5	1	6	23	32	6	102
COc1ccc(NS(=O)(=O)c2cc3c(cc2C)NC(=O)CO3)c(OC)c1	5	100	6	8	2	0	4	-1	101
CCN(CC)c1ccc2nc3ccccc3[n+](CC)c2c1	4	103	-20	-3	5	1	-135	28	105

Assay outcomes as filed in PubChem BioAssay.

Only part of the results is shown, so the mix of outcomes need not match the whole.
